# MrgX1 PAM: human MrgX1 positive allosteric modulation, primary screen. Q96LB2. MrgX1-HEK293, Fluo-4 calcium flux, FDSS; hits give high values. B-score at 10 µM. 310,000 tested, 0.63% active;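 active = plate-corrected calcium response at least 3 library SD above typical, normal starting fluorescence, not activating the receptor alone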;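 also: compound read alongside a low EC10 to EC30 dose of BAM8-22 agonist; peak minus trough fluorescence over baseline measured at the second addition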
# KCNQ1 inh: inhibitors of human KCNQ1 potassium channel | B-score at 10 µM | P51787 | CHO-K1 KCNQ1, FluxOR thallium flux fluorescence; hits give high values | 310,000 tested, 1.3% active;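 active = compounds whose thallium flux B-score, printed positive for inhibition, exceeds three library SD while starting fluorescence stays within three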;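 also: channel opened by potassium depolarization with thallium stimulus after 20 min compound exposure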
# Target sequence (P51787 whole entry, looked up): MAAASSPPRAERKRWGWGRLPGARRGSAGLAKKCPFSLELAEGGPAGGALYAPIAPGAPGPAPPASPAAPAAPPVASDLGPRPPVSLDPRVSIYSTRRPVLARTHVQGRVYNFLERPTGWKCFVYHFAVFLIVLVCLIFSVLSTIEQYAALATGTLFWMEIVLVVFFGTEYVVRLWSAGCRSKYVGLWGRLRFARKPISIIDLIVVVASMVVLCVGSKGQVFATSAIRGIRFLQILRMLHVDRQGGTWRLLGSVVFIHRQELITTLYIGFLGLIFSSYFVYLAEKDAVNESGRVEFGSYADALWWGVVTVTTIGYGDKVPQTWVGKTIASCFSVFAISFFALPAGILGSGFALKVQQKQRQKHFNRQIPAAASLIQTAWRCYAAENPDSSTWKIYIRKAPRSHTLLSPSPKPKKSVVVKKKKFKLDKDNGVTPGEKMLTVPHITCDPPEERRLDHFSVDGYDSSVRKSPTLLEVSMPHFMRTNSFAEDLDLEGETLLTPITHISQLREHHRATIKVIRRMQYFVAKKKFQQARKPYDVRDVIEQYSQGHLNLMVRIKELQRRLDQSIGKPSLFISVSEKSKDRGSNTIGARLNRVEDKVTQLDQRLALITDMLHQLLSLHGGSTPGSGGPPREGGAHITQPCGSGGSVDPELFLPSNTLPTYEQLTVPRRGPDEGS
# hERG protect: hERG (human) protection from proarrhythmic block; 310,000 tested, 0.51% active; activation (rescue from dofetilide block), less the hit threshold, % at 10 µM; CHO-hERG, FluxOR thallium flux, dofetilide IC70 present; AID 1511; Q12809;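 active = activation above the mean of controls blocked by dofetilide plus 5 SD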;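 also: thallium influx through hERG after potassium depolarization seen as dye fluorescence rise; in these data hits start at about 4.7%; inactives centre near -7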
# MrgX1 agonist: agonists of human MrgX1 receptor | B-score at 10 µM | Q96LB2 | MrgX1-HEK293 cells, Fluo-4 calcium fluorescence, agonist mode; hits give high values | 310,000 tested, 0.44% active;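 active = calcium response B-score plate-corrected fluorescence ratio at least 3 library SD, with starting fluorescence B-score inside 5 SD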
#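 System – MrgX1-expressing HEK293 cells · Incubation – cells plated overnight, dye loaded 0.5 h 37 °C, 0.5 h room temperature · Technique – kinetic Fluo-4 NW fluorescence of intracellular calcium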
# TMEM16A act: activators or potentiators of mouse TMEM16A chloride channel | Q8BHY3 | HEK293 TMEM16A/YFP-H148Q/I152L, iodide quench fluorescence; hits give low values | B-score at 10 µM | 340,000 tested, 0.3% active | AID 623877;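 active = fluorescence-ratio B-score plate-corrected deviation score at least 3 library SD below zero, with starting fluorescence score within 5 deviations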;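 also: channel opened by trigger with iodide after compound preincubation; score built on the fluorescence ratio of max minus min over baseline; more negative score means more quench and so TMEM16A activation or potentiation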
# RGS4 pot: RGS4 potentiation or activation | HEK293 M3R/inducible RGS4, carbachol calcium flux Fluo4; hits give low values | 310,000 tested, 0.92% active | B-score at 10 µM;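 active = B-score of the integrated calcium signal more than 4 SD below the library mean, with starting fluorescence not abnormally high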;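 also: negative B-score means reduced calcium response which marks RGS4 activation or potentiation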
#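 Test system: HEK293 cells with stable M3R and inducible RGS4; also added: carbachol at ECmax as muscarinic agonist stimulus; schedule: dye loading 30 min 37 °C, buffer rest 30 min RT; technique: kinetic calcium fluorescence imaging with Fluo4-AM dye, 2 µM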
# KCNQ1 act: potentiates or activates the human KCNQ1 potassium channel | CHO-K1 KCNQ1, thallium flux FluxOR fluorescence; hits give high values | B-score at 10 µM | 310,000 tested, 0.35% active;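 active = fluorescence ratio B-score, a plate-corrected score, at least three library SD, with initial intensity B-score within 5 SD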
#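 Test system: CHO-K1 cells stably expressing KCNQ1 / Medium: assay buffer / Also added: depolarizing K+/Tl+ stimulus, K2SO4 and Tl2SO4 each 12.5 mM in 5x stock / Incubation: 90 min dye loading and 20 min compound exposure, both at room temperature / Signal: thallium influx via FluxOR fluorescence, kinetic imaging / Evaluation: B score of baseline-normalized fluorescence ratio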
# ANO1 block: inhibitors of mouse TMEM16A calcium-activated chloride channel; HEK293 TMEM16A/YFP iodide influx fluorescence, ionomycin; 310,000 tested, 1.2% active; AID 588511; Q8BHY3; normalized B-score (activity score, 25-100; higher = stronger inhibition) at 10 µM;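 active = ratio plate-corrected score three or more library SD toward inhibition, starting fluorescence score within five deviations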;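 also: score derived from kinetic fluorescence span divided by baseline fluorescence per well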
# KCNK3 block: human KCNK3 channel inhibition, primary screen | O14649 | CHO-KCNK3 thallium flux, FluxOR fluorescence; hits give low values | B-score at 10 µM | 340,000 tested, 0.84% active | AID 602410;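 active = B-score under library mean minus 4 SD, starting fluorescence ratio at most library mean plus 5 SD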;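 also: more negative B-score means stronger inhibition of thallium flux through KCNK3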
# KCNK9 inh: inhibitors of human KCNK9 two-pore domain potassium channel; HEK293 KCNK9, FluxOR thallium flux fluorescence; hits give low values; B-score at 10 µM; 310,000 tested, 1.2% active; Q9NPC2;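 active = ratio B-score over 3 SD below the library mean, with starting fluorescence within 5 SD of its mean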;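 also: negative B-score means less thallium flux so channel inhibition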
# RGS4 block: inhibitors of human RGS4 | P49798 | HEK293 M3R/RGS4 inducible, Fluo-4 calcium flux; hits give high values; triggered by carbachol at its EC20 | B-score at 10 µM | 310,000 tested, 0.45% active;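 active = B-score, a plate-corrected calcium signal, over three deviations above library mean, with baseline fluorescence within five deviations of library mean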;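 also: RGS4 expression induced by doxycycline in cells with stable M3 receptor; B-score is computed from the integrated fluorescence ratio over baseline after carbachol; higher B-score means a larger calcium signal and so more RGS4 inhibition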
# Target sequence (P49798 whole entry, looked up): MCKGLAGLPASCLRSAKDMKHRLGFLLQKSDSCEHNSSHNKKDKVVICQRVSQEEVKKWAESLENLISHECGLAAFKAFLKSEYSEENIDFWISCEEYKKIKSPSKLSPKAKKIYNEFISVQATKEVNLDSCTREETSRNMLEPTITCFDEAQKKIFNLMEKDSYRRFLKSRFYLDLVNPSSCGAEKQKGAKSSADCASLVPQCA
# The depositor's hits bear a star; i = inactive; . = no result given.
SMILES,MrgX1 PAM,KCNQ1 inh,hERG protect,MrgX1 agonist,TMEM16A act,RGS4 pot,KCNQ1 act,ANO1 block,KCNK3 block,KCNK9 inh,RGS4 block
CNCCCC1Sc2ccccc2Oc2ccccc21 (centres undefined),i,i,-8.9,i,i,i,i,i,i,i,i
COc1ccc(C(=O)CN2C(=O)NC3(CCCc4ccccc43)C2=O)cc1 (centres undefined),i,i,-10.0,i,i,-7.5*,i,i,i,i,i
CC(C)NC(C(=O)Nc1cc(Cl)cc(Cl)c1)c1ccccc1 (centres undefined),i,i,-11.0,i,i,i,i,i,i,-9.27*,i
Cc1nc2cc(NC(=O)N3CCCC3)ccc2n1C,i,i,-20.4,i,i,i,i,i,i,i,i
COc1ccccc1C(=O)Nc1nnc(CCc2ccccc2)s1,i,i,-4.7,i,i,i,i,i,i,i,i
N#Cc1nc(Cc2ccccc2)oc1N1CCN(c2ccccc2)CC1,i,i,-12.3,i,i,i,i,i,i,-6.96*,i
CCOC(=O)c1ccc(COC(=O)c2nonc2N)cc1,i,i,-5.2,i,i,i,i,i,i,i,i
Cc1occc1-c1nc(-c2ccccn2)no1,i,i,-4.6,i,i,i,i,i,i,i,i
CCOC(=O)c1ccccc1NC(=O)CN(c1ccc(OCC)cc1)S(C)(=O)=O,.,i,-4.9,.,i,i,i,.,i,i,i
CC1(c2ccc([N+](=O)[O-])cc2)Nc2ccccc2S1 (centres undefined),i,i,-9.1,i,i,i,i,i,i,i,i
O=C(OCc1ccc(Cl)c(Cl)c1)c1cccnc1Cl,i,i,-3.0,i,i,i,i,i,i,i,i
COC(=O)C1=NNC2(c3ccc(Cl)cc3)C(=O)N(c3ccc(Cl)cc3)C(=O)C12 (centres undefined),i,i,-3.0,i,i,i,i,i,i,i,i
CN(CCc1ccccn1)C1CCCN(S(=O)(=O)c2ccccc2Cl)C1 (centres undefined),i,i,-9.1,i,i,i,i,i,i,i,i
COc1ccc(-n2ncc3c(NCc4cccs4)ncnc32)cc1,i,i,-0.8,i,i,i,i,i,i,i,i
O=C1CCCC2=C1C(c1ccc(O)c(O)c1)c1c(ccc3ncccc13)N2 (centres undefined),i,i,-8.7,i,i,i,i,i,i,i,i
N#CCC(CNc1ncc(C(F)(F)F)cc1Cl)OC(=O)c1c(F)cccc1F (centres undefined),i,i,-4.2,i,i,i,i,i,i,i,i
Clc1ccccc1Sc1cnc2ccccc2n1,i,i,-4.7,i,i,i,i,i,i,i,i
O=C(CCc1nnc(CCCc2ccccc2)o1)N1CCCCCC1,i,i,-14.2,i,i,i,i,i,i,i,i
O=C(COC(=O)c1ncc(Cl)c(Cl)c1Cl)Nc1cccnc1Cl,i,i,-9.2,i,i,i,i,i,i,i,i
O=C(CC1Nc2c3ccccc3nc(=S)n2C1=O)NC1CCCCC1 (centres undefined),i,i,-7.1,i,.,i,i,i,.,i,i
O=C(NCc1ccccc1)c1nc(-c2cccs2)no1,i,i,-6.4,i,i,i,i,i,i,i,i
O=C(CSC1=Nc2ccccc2C2=NC(CC(=O)N3CCN(c4ccccc4)CC3)C(=O)N12)NCC1CCCO1 (centres undefined),i,i,-5.2,i,i,i,i,i,i,i,i
O=C(COc1ccc(/C=N/NS(=O)(=O)c2ccccc2)cc1)NCc1ccccc1,i,i,-5.5,i,i,i,i,i,i,i,i
NNC(=O)c1ccc(NS(=O)(=O)c2ccc(Br)cc2)cc1,i,i,-5.5,i,.,i,i,i,.,i,i
CSc1cccc(NC(=O)CSc2nnc(C)s2)c1,i,i,1.3,i,i,i,i,i,i,i,i

# Structures listed so far marked active in KCNK9 inh:
molecule	KCNQ1 inh	MrgX1 agonist	TMEM16A act	KCNK3 block	KCNK9 inh	RGS4 block
CC(C)NC(C(=O)Nc1cc(Cl)cc(Cl)c1)c1ccccc1 (centres undefined)	i	i	i	i	-9.27*	i
N#Cc1nc(Cc2ccccc2)oc1N1CCN(c2ccccc2)CC1	i	i	i	i	-6.96*	i

# Later entries.
SMILES,MrgX1 PAM,KCNQ1 inh,hERG protect,MrgX1 agonist,TMEM16A act,RGS4 pot,KCNQ1 act,ANO1 block,KCNK3 block,KCNK9 inh,RGS4 block
Cc1cc(Nc2n[nH]c(N)c2C#N)ccc1F,i,i,-11.3,i,i,i,i,i,i,i,i
O=[N+]([O-])c1ccc2oc(-c3cccc(O)c3)nc2c1,i,i,-9.0,i,i,i,i,i,i,i,i
CCn1c(SCC(=O)NC2CC2)nnc1-c1ccccc1OC,i,i,-4.7,i,i,i,i,i,i,i,i
CCCn1c(=O)c2sccc2n2c(CCCC(=O)NCc3ccco3)nnc12,i,i,-8.9,i,i,i,i,i,i,i,i
CC1=C(C(=O)NC(C)c2ccccc2)C2(CCC(C)CC2)OC1=O (centres undefined),i,i,-14.4,i,i,i,i,i,i,i,i
CCCCNC(=O)Oc1cc(CCl)on1,i,i,1.9,i,.,i,i,i,.,i,i
O=C(Cc1cc(=O)[nH]c(=O)[nH]1)N1CCC(Cc2ccccc2)CC1,i,i,-12.2,i,i,i,i,i,i,i,i
O=C(O)c1ccc(Sc2ccccn2)c([N+](=O)[O-])c1,i,i,-3.1,i,i,i,i,i,i,i,i
O=C(NCc1cccs1)C1CCCN1C(=O)Nc1ccc(Cl)cc1 (centres undefined),i,i,-6.3,i,.,i,i,i,.,i,i
Cc1nnc(N2C(=O)C(O)=C(C(=O)c3ccco3)C2c2cccc([N+](=O)[O-])c2)s1 (centres undefined),i,i,-9.1,i,i,i,i,i,i,i,i
COc1cc([N+](=O)[O-])ccc1NC(=O)N1CCCCCC1,i,i,-8.1,i,i,i,i,i,i,i,i
CCN(CC(=O)NCc1cccs1)C(=O)C(c1ccccc1)c1ccccc1,i,i,-8.2,i,i,i,i,i,i,i,i
Nc1nc(Nc2cccc3ccccc23)nc(C2CCCC2=O)n1 (centres undefined),i,i,-5.4,i,.,i,i,i,.,i,i
COc1nc(Nc2cccc(C(F)(F)F)c2)nc(OC)n1,i,i,-2.1,i,i,i,i,i,i,i,i
COc1cc2c3nnc(-c4ccc(F)cc4)c-3cn(Cc3ccc(C)cc3)c2cc1OC,i,i,-4.9,i,i,i,i,i,i,i,i
O=C(NC12CC3CC(CC(C3)C1)C2)N1CCN(C(=O)C2CCCO2)CC1 (centres undefined),i,i,-9.3,i,i,i,i,i,i,i,i
Cc1ccc(S(=O)(=O)N/N=C2\C(=O)C3(C)CCC2C3(C)C)cc1 (centres undefined),i,i,-5.3,i,i,i,i,i,i,i,i
CCCc1nc2c(C)cc(-c3nc4ccccc4n3C)cc2n1Cc1ccc(-c2ccccc2C(=O)O)cc1,i,i,-27.5,i,.,i,i,i,.,i,i
O=C(NC1CCCC1)c1ccc2c(c1)N(Cc1ccc(F)cc1)CCS2,i,9*,-12.2,i,i,i,i,i,-9.26*,-13.9*,i
CC(C)(C)N(Cc1ccccc1)C(=O)c1ccc(Cl)cc1[N+](=O)[O-],i,i,-20.0,i,i,-9.96*,i,i,i,i,i
CCOC(=O)Cc1nnc(Nc2cc(C)ccc2C)c2ccccc12,i,i,-5.7,i,i,i,i,i,i,i,i
COc1ccc2nc(-c3ccccc3)[nH]c2c1,i,i,-6.9,i,i,i,i,i,i,i,i
CN/S(=N/S(=O)(=O)c1ccccc1)c1ccc(C)cc1 (centres undefined),i,i,-2.0,i,i,i,i,i,i,i,i
Cc1nnc(N(CCC#N)CCC#N)s1,i,i,-10.2,i,i,i,i,i,i,i,i
Cc1ccc(C(=O)Nc2cccc(C(=O)NCc3ccco3)c2)cc1,i,i,-5.5,i,i,i,i,i,i,i,i
SMILES,MrgX1 PAM,KCNQ1 inh,hERG protect,MrgX1 agonist,TMEM16A act,RGS4 pot,KCNQ1 act,ANO1 block,KCNK3 block,KCNK9 inh,RGS4 block
O=C(CSc1cccc2cccnc12)N/N=C/c1ccc(F)cc1,i,i,-5.5,i,i,i,i,i,i,i,i
Cc1cccc(-c2noc(CCC(=O)NC3CCCCC3)n2)c1,i,i,-5.5,i,i,i,i,i,i,i,i
O=C(COC(=O)c1ccc(S(=O)(=O)Nc2ccccc2)cc1)NCCN1C(=O)CSC1=O,i,i,-7.7,i,i,i,i,i,i,i,i
Cc1ccc(N(C)S(=O)(=O)c2cccc(C(=O)NCC(c3cccs3)N3CCOCC3)c2)cc1 (centres undefined),i,i,-18.6,i,i,i,i,i,i,i,i
O=C(c1ccc2nc(N3CCOCC3)sc2c1)N1CCN(c2ccc(Cl)cc2)CC1,i,i,-7.3,i,i,i,i,i,i,i,i
O=C(c1cc2cc(Cl)ccc2[nH]1)N1CCN(c2ccc(F)cc2)CC1,i,i,-3.9,i,i,i,i,i,i,i,i
Cc1ccc(Cl)cc1Nc1nc(-c2cccnc2)cs1,i,i,-6.0,i,i,i,i,i,i,i,i
COc1cc2c(cc1NC(=O)c1cccc([N+](=O)[O-])c1)oc1ccccc12,i,i,-10.6,i,i,i,i,i,i,i,i
CC(=O)NC(C(=O)c1ccccc1)C(=O)c1ccccc1,i,i,-1.3,i,i,i,i,i,i,i,i
COc1cc(C(=O)N(Cc2cc3ccccc3[nH]c2=O)CC2CCCO2)cc(OC)c1OC (centres undefined),i,i,-13.6,i,i,i,i,i,i,i,i
O=c1cc[nH]c2cc(Cl)ccc12,i,i,-7.3,i,i,i,i,i,i,i,i
Cc1cc(C)cc(C(=O)N(CCc2ccccc2)C2CC3CCC(C2)N3C)c1 (centres undefined),i,i,-3.6,i,i,i,i,i,i,i,i
CCOC(=O)COc1cccc(C2NC(=O)c3ccccc3O2)c1 (centres undefined),i,i,-3.9,i,i,i,i,i,i,i,i
COc1ccc(C2/C(=C(/O)c3ccccc3)C(=O)C(=O)N2c2ncccn2)cc1OC (centres undefined),i,i,-3.5,i,i,i,i,i,i,i,i
COc1ccccc1CC(=O)NN1C(=O)c2ccccc2C1=O,i,i,-7.7,i,i,i,i,i,i,i,i
CCCCC(=O)Nc1cccc(-c2nn3c(C)nnc3s2)c1,i,i,-14.1,i,i,i,i,i,i,i,i
COc1ccc(Cl)cc1NC(=O)C/C(C)=N/NC(=O)Cc1ccccc1,i,i,-4.5,i,i,i,i,i,i,i,i

# Assay outcomes (PubChem)
